MITF act: MITF TRPM1 promoter activation in melanoma cells. 300,000 tested, 0.75% active. AID 588334. activation, % at 12.5 µM. SK-MEL-5 TRPM1-promoter luciferase, 24 h; % of positive control, neutral wells = 0;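 active means mean activation of at least 80% with every replicate also reaching 80%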;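 further: 0% = neutral control wells and 100% = parthenolide positive control wells; values of inactives mirror those of a sister screen read the other way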
SR-BI HDL uptake: mouse SR-BI HDL lipid transfer inhibition | ldlA[mSR-BI] CHO cells, DiI-HDL uptake fluorescence, 3 h | inhibition, % at 12.5 µM | 320,000 tested, 0.96% active | AID 488896;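 active means mean replicate inhibition of at least 70% and a set share of replicates each scoring 70 or more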;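 further: 0% = median of neutral control wells and 100% = median of positive control wells; values of inactives mirror those of a sister screen read the other way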
Rtt109 HAT inh: blocks Candida albicans Rtt109/Vps75 acetyltransferase activity; Q5AAJ8; 330,000 tested, 0.16% active; AID 540336; purified Rtt109/Vps75, ThioGlo CoA-SH fluorescence, 4 h; inhibition, % at 34.9 µM;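 active means inhibition of at least 50% in every replicate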
dFosB act: enhances mouse delta FosB homodimer DNA binding; P13346; purified delta FosB, TAMRA-CDK5 oligo fluorescence polarization; percent of positive-control signal above neutral wells; activation, % at 25 µM; 340,000 tested, 0.99% active;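 active means mean activation above about 17%, with every replicate also reaching it, limit read from the data, passing the limit was not always enough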;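 further: fluorescence polarization rise as delta FosB binds a TAMRA Cdk5 AP-1 oligo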
Target sequence (P13346 whole entry, looked up): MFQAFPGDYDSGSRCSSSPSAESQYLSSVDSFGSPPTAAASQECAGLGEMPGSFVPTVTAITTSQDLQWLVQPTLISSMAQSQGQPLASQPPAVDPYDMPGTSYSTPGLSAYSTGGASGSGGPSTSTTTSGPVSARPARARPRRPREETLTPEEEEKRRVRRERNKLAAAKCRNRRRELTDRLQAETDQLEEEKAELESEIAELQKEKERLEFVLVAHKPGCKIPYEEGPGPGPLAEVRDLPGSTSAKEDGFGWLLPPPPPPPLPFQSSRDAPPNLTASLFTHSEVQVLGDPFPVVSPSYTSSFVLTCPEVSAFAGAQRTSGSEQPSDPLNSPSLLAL
Wnt act: activators of Wnt/beta-catenin signaling; Wnt/beta-catenin reporter cell assay, activator, plate reader; 300,000 tested, 1.2% active; AID 743398; activation, % at 9.35 µM; in the data active means activation above about 30%, passing the limit was not always enough;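 further: 0% = neutral control wells and 100% = positive control wells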
PvdQ acylase: P. aeruginosa PvdQ acylase inhibition; purified PvdQ acylase, fluorescence plate reader; 340,000 tested, 0.063% active; inhibition, % at 10 µM; AID 488965; in the data active means inhibition above about 30%, passing the limit was not always enough;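 further: 0% = vehicle neutral wells and 100% = reference inhibitor wells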
CDK5 inh: blocks human CDK5/p35 kinase activity | Recombinant CDK5/p35, ADP-Glo luminescence, 60 min | inhibition, % at 10 µM | 330,000 tested, 0.01% active | AID 488839;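 active means highest replicate inhibition of at least 50% and at least 75% of replicates reaching 50%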;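 further: plate controls were DMSO neutral control for no effect and GW8510 at 10 µM for full effect; many of its hits are not listed in these tables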
Target sequence (Q00535 whole entry, looked up): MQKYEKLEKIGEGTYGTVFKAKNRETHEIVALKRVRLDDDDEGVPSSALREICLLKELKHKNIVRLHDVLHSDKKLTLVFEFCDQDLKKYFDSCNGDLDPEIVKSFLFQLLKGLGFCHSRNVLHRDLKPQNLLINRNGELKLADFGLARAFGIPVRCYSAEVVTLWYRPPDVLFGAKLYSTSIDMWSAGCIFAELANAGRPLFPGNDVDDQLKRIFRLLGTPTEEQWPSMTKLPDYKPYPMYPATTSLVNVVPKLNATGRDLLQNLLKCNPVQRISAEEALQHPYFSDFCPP
Target sequence (Q15078 whole entry, looked up): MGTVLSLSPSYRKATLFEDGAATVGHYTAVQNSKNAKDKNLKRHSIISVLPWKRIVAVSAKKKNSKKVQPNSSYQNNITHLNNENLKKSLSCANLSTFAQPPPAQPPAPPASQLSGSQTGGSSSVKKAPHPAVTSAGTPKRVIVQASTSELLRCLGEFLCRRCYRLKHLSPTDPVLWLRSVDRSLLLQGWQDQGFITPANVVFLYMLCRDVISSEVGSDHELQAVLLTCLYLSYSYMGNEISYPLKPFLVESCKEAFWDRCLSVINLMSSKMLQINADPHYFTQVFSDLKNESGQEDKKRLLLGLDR
SR-BI DiI-HDL act: SR-BI HDL lipid transfer activation; CHO ldlA[mSR-BI] cells, DiI-HDL uptake fluorescence, 3 h; 100 = double the neutral-control signal; activation, % at 12.5 µM; 320,000 tested, 0.096% active;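 active means mean replicate activation of at least 60% and every replicate at or above 60%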;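 further: 0% = median plate neutral-control signal and 100% = twice that signal; values of inactives mirror those of a sister screen read the other way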
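Test system: SR-BI-overexpressing, LDLR-lacking CHO cells; Also added: labelled HDL, 10 µg/mL; Measured by: bottom-read cell fluorescence after medium removal, ex 550/em 595 nm; Timing: 3 h uptake period with compound, 37 °C; Buffer or medium: F12, 0.5% BSA, 25 mM HEPES; Doses: single compound concentration, delivered by pin transfer.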
cardiac RTF act: cardiac RTF calcium sensitization; activation, % at 7.2 µM; IANBD-labeled TnC RTF fluorescence at EC20 calcium; 0% EC20 calcium, 100% full calcium; 340,000 tested, 0.24% active; P19429+P45379; AID 493008;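 active means activation above the mean over all tested compounds plus 3 SD, cut at about 30% in these data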;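 further: rise in fluorescence read as greater calcium sensitivity of cardiac thin filaments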
HTR5A ag ctr: HTR5A agonism, opioid heterodimer counter-screen; P47898; HTR5A agonist assay, luminescence, cell-based; activation, % at 9.3 µM; 340,000 tested, 0.61% active; AID 504692; in the data active means activation mostly above about 9.5%, no sharp cut-off; inactive means mostly below about 7.6%;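 further: 0% = cells with vehicle only and 100% = reference agonist; strong numbers were not always called active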
Numbers without * were called inactive; . = not tested or not shown.

Values in the order: cardiac RTF act	SR-BI DiI-HDL act	PvdQ acylase	CDK5 inh	HTR5A ag ctr	SR-BI HDL uptake	Wnt act	MITF act	Rtt109 HAT inh	dFosB act
[1] Cc1ccc(S(=O)(=O)N2CCC(C(=O)N3CCC[C@H]3C(=O)NC3CCS(=O)(=O)C3)CC2)cc1 (stereo partly specified)
    -4	11	-3	0.9	0	-11	-4	-8	1	-1
[2] CC(C)(C)C(O)CN1CCCC1 (stereo unspecified)
    2	19	1	1.0	0	-19	0	12	-2	2
[3] CSc1nc(C)c(CCOCc2ccc(F)cc2)c(=O)[nH]1
    .	6	-8	-1.6	.	-6	-1	3	-1	-2
[4] CCOC(=O)C1CCCN(Cc2nc(N)nc(Nc3ccc(Cl)cc3)n2)C1 (stereo unspecified)
    -10	-8	9	0.0	12	8	-1	.	5	0
[5] COc1ccc2oc(=O)cc(C)c2c1
    -2	7	-19	1.7	1	-7	.	10	3	-1
[6] COc1ccc(N2CCN(Cc3nc4c(c(=O)[nH]c(=O)n4C)n3CC(C)=O)CC2)cc1
    4	.	-7	-0.7	12	.	-4	5	-4	-3
[7] O=C(CCNS(=O)(=O)c1ccccc1C(F)(F)F)NC1CCCCCC1
    6	20	-2	1.6	-8	-20	0	-3	4	-1
[8] O=C1NN(c2ccc(Br)cc2)C(=O)/C1=C\c1ccc(O)cc1O
    4	5	-18	-6.0	0	-5	6	.	4	0
[9] O=C(Cn1nnc(-c2cccs2)n1)OC1CCCCC1
    -3	16	4	-1.2	-3	-16	.	.	0	-5
[10] CCOc1ccc(NS(=O)(=O)c2cc3c4c(c2)CCN4C(=O)CC3)cc1
    -7	10	-2	-0.5	3	-10	-6	-4	-3	-6
[11] O=C(NCCc1cccnc1)C1CCC(=O)N(CCc2cccc(F)c2)C1 (stereo unspecified)
    7	9	3	1.0	6	-9	2	-3	-4	0
[12] Cc1ccc(NC(=O)/C(C#N)=C/c2ccsc2)c(C)c1
    -3	-12	-12	-1.0	0	12	4	49	-4	-3
[13] CCCC(=O)NC1CCc2cc(OC)c(OC)c(OC)c2-c2ccc(OC)c(=O)cc21 (stereo unspecified)
    -5	22	10	2.4	1	-22	-9	.	10	-2
[14] CN(CCOc1ccc(Cl)cc1)C(=O)C1=CC=CN2CCS(=O)(=O)N=C12
    -2	6	-7	-0.5	-4	-6	-3	1	-9	6
[15] Cc1cccc(NC(=O)CN2CCN(C(=O)c3c(C)nn(Cc4ccccc4)c3C)CC2)c1C
    -5	-4	4	-0.5	-4	4	-4	2	8	1
[16] C=CCn1c(C(C)NC(=O)c2ccccc2)n[nH]c1=S (stereo unspecified)
    -2	8	1	-0.9	6	-8	.	6	.	-5
[17] C=CCOc1c(CNc2ccc(S(N)(=O)=O)cc2)cccc1OC
    -5	32	-9	-4.3	9	-32	.	.	2	4
[18] COc1ccc(-n2cnnc2SCC(=O)Nc2cccc(S(N)(=O)=O)c2)cc1
    -6	-2	-10	1.3	5	2	0	-9	-1	-8
[19] Cc1cc(OCC(=O)N(Cc2ccco2)c2c(N)n(Cc3ccccc3)c(=O)[nH]c2=O)ccc1Cl
    2	-1	-15	-2.1	1	1	-3	-7	-4	8
[20] C#CCOCCOCCOCCNc1nc(N2CCOCC2)nc(N2CCN(C(=O)[C@H](Cc3ccc(O)cc3)n3cc([C@@H](N)CC(C)C)nn3)CC2)n1
    -1	-10	-9	0.7	4	10	6	21	18	-3
[21] COC1=CC(=O)C[C@@H](C)[C@]12Oc1c(Cl)c(OC)cc(OC)c1C2=O
    -1	-19	2	-0.3	-1	19	0	-6	7	0
[22] Cc1cc2c(C)cc(=O)oc2c2c1NCCC2
    -4	-5	-79	1.6	-1	5	-1	9	-5	-18
[23] CC1(c2ccc([N+](=O)[O-])cc2)NC(=O)N(CC(=O)Nc2cccnc2Cl)C1=O (stereo unspecified)
    1	27	-7	0.1	0	-27	-2	4	14	-1
[24] CC(=O)NS(=O)(=O)c1ccc(NC(=O)c2cccc(S(=O)(=O)N3CCc4ccccc43)c2)cc1
    -1	-5	-4	-1.5	-6	5	-1	-4	7	-4
[25] CCOC(=O)CCN1C(=O)c2ccccc2Sc2ncccc21
    -6	15	-3	-0.9	0	-15	0	6	3	1
[26] CN(C)C(=O)c1cc(C(=O)c2ccc(F)cc2F)c[nH]1
    -2	16	-11	-1.4	0	-16	5	10	-2	-5
[27] CNCCC(Oc1ccccc1OC)c1ccccc1 (stereo unspecified)
    6	13	-5	0.0	-4	-13	0	10	-1	7
[28] COc1cc(OC)cc(C(=O)N[C@H](C(=O)OCC(=O)c2ccc3c(c2)NC(=O)CO3)C(C)C)c1
    5	16	-7	0.8	-1	-16	-7	.	2	-1
[29] COc1ccc(CCn2c(=N)c(C(=O)NC3CCCC3)cc3c(=O)n4cccc(C)c4nc32)cc1
    1	.	-10	-5.1	4	-29	0	-14	0	-5
[30] COc1cccc(OCC(Cn2cnc3ccccc32)OC(C)=O)c1 (stereo unspecified)
    -5	-3	-16	-0.8	-1	3	-4	22	1	-9

An excerpt from above in order of their number in PvdQ acylase, falling.
no. | smiles | PvdQ acylase
25 | CCOC(=O)CCN1C(=O)c2ccccc2Sc2ncccc21 | -3
24 | CC(=O)NS(=O)(=O)c1ccc(NC(=O)c2cccc(S(=O)(=O)N3CCc4ccccc43)c2)cc1 | -4
28 | COc1cc(OC)cc(C(=O)N[C@H](C(=O)OCC(=O)c2ccc3c(c2)NC(=O)CO3)C(C)C)c1 | -7

Results in sequence from the entries so far:
PvdQ acylase for nos. 10 to 16 → -2, 3, -12, 10, -7, 4, 1

(listing goes on)
Values in the order: cardiac RTF act	SR-BI DiI-HDL act	PvdQ acylase	CDK5 inh	HTR5A ag ctr	SR-BI HDL uptake	Wnt act	MITF act	Rtt109 HAT inh	dFosB act
[31] O=C(NNS(=O)(=O)c1cc(Cl)cc(Cl)c1)c1sccc1-n1cccc1
    -6	4	-10	-0.8	4	-4	1	-1	2	-2
[32] COCCCNC(=O)COc1ccc2oc3c(c2c1)CCCC3
    -2	3	-13	-0.2	4	-3	0	-10	-38	5
[33] Cc1cccc(NC(=O)C2CCC(CNC(=O)[C@@H]3Cc4ccccc4CN3)CC2)c1 (stereo partly specified)
    4	-54	-20	-3.8	-2	54	-1	0	13	0
[34] O=C(O)c1ccc(N=C2c3ccccc3-c3ccccc32)cc1
    -1	8	-13	-0.3	-3	-8	-3	-5	0	0
[35] CCOc1ccc(CNc2ncc(-c3ccccc3)n2C)cc1
    -2	0	4	1.0	-2	0	2	.	1	3
[36] O=C1NC(Cc2ccccc2)C(=O)N1Cc1cc([N+](=O)[O-])cc2c1OCOC2 (stereo unspecified)
    0	-10	-9	1.9	0	10	-3	5	-1	-5
[37] Cc1cc(C(=O)OCC(=O)N2CC(C)CC(C)C2)c(C)o1 (stereo unspecified)
    -1	-13	-18	-0.8	-2	13	.	3	0	-1
[38] COc1ccc(Oc2nc(OC)cc(OC)n2)cc1
    -1	5	-8	0.6	0	-5	-8	4	-9	0
[39] Cc1cc(C)c(S(=O)(=O)Nc2nnc(C3CCCCC3)s2)c(C)c1
    1	16	-9	-0.6	6	-16	1	-1	28	-15
[40] COc1ccc(C2=Nn3c(nnc3-c3ccccc3F)SC2)cc1OC1CCCC1
    7	13	-6	-1.1	8	-13	36*	3	5	-27
[41] C=CCN1C=CC(=CC=C(C#N)C#N)C=C1
    44*	8	10	-4.4	-4	-8	6	.	2	3
[42] CNC[C@H]1Oc2c(NC(=O)C3CCCCC3)cccc2C(=O)N([C@H](C)CO)C[C@@H]1C
    -1	3	-8	0.0	0	-3	0	-3	4	-4
[43] O=C(COC(=O)c1cccc([N+](=O)[O-])c1)Nc1ncc(Br)s1
    12	-59	-10	-1.6	0	59	2	0	0	2
[44] Cn1c(=O)c2cn3c(c2n(C)c1=O)C(c1ccccc1)CC(c1ccccc1)=N3 (stereo unspecified)
    -5	16	-12	-2.1	2	-16	-3	-21	7	-8
[45] Cc1nc(NS(=O)(=O)c2cccs2)c2c3c(sc2n1)CCC3
    5	-13	-3	-3.3	1	13	4	.	2	-7

Three entries already listed, ordered by SMILES length, rising.
Values in the order: cardiac RTF act	SR-BI DiI-HDL act	PvdQ acylase	CDK5 inh	HTR5A ag ctr	SR-BI HDL uptake	Wnt act	MITF act	Rtt109 HAT inh	dFosB act
[41] C=CCN1C=CC(=CC=C(C#N)C#N)C=C1
    44*	8	10	-4.4	-4	-8	6	.	2	3
[44] Cn1c(=O)c2cn3c(c2n(C)c1=O)C(c1ccccc1)CC(c1ccccc1)=N3 (stereo unspecified)
    -5	16	-12	-2.1	2	-16	-3	-21	7	-8
[36] O=C1NC(Cc2ccccc2)C(=O)N1Cc1cc([N+](=O)[O-])cc2c1OCOC2 (stereo unspecified)
    0	-10	-9	1.9	0	10	-3	5	-1	-5

The list continues.
Values in the order: cardiac RTF act	SR-BI DiI-HDL act	PvdQ acylase	CDK5 inh	HTR5A ag ctr	SR-BI HDL uptake	Wnt act	MITF act	Rtt109 HAT inh	dFosB act
[46] CC(Sc1ccccc1)C(=O)Nc1ccccc1C(=O)N1CCOCC1 (stereo unspecified)
    6	27	-16	2.3	-7	-27	.	-5	-4	0
[47] CCNC(=O)NC(=O)COc1ccccc1C#N
    5	8	-7	2.6	-3	-8	.	93*	-7	3
[48] CC1CC(C)CN(C(=O)c2ccc(CNc3c(N4CCCC4)c(=O)c3=O)cc2)C1 (stereo unspecified)
    -3	.	-7	0.0	1	.	-2	-1	-1	-11
[49] CCC1(C)Cc2ccccc2-c2[nH]c(=S)[nH]c(=O)c21 (stereo unspecified)
    -3	24	0	-1.2	1	-24	3	.	3	3
[50] COc1cc(/C=N/N(C)C)cc(Br)c1O
    1	.	11	1.8	6	.	4	-6	31	-9
[51] CCOC(=O)CNC(=O)c1cnc(Nc2ccccc2OC)c2ccccc12
    2	-31	7	0.3	0	31	-2	15	-2	-5
